ERAP1 inh: ERAP1 (human) enzyme inhibition; recombinant ERAP1, Leu-AMC fluorescence, 60 min; 340,000 compounds, 0.15% hits; inhibition, % at 10.7 µM;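 active = mean replicate inhibition of at least 30%, or all replicates individually reaching that 30% level; inactive = mean below 30% and not every replicate reaching it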;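 note: 0% = neutral control wells and 100% = L-leucinethiol positive control wells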
RAD52 anneal inh: inhibitors of human RAD52 DNA annealing; P43351; recombinant RAD52 DNA annealing, FRET fluorescence; inhibition, % at 18.7 µM; 360,000 compounds, 0.46% hits; AID 651710;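 active = every replicate showing at least 50% inhibition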
Target sequence (P43351 whole entry, looked up): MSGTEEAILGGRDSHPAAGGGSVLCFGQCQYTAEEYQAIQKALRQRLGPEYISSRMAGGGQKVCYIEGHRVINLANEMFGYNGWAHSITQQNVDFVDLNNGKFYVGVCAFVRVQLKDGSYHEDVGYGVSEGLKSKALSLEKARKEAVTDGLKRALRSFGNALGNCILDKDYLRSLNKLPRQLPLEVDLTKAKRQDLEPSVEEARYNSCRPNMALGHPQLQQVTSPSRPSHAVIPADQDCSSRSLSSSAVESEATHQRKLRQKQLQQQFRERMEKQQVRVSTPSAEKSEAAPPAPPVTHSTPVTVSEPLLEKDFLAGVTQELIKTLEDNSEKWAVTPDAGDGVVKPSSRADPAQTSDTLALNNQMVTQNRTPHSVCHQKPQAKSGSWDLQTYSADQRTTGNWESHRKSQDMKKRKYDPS
An asterisk follows results filed as active.

The first two entries, to show the layout:
CCCNC(=O)C1CCN(c2ccc(S(=O)(=O)N3CCOCC3)cc2Cl)CC1 was read as ERAP1 inh 1 and RAD52 anneal inh 4.
Screening Cc1cccc(C(=O)N[C@H](C(=O)Nc2nc3ccccc3[nH]2)C(C)C)c1 returned ERAP1 inh -2 and RAD52 anneal inh -2.

Results, repeating the preview:
CCCNC(=O)C1CCN(c2ccc(S(=O)(=O)N3CCOCC3)cc2Cl)CC1 was read as ERAP1 inh 1 and RAD52 anneal inh 4.
Screening Cc1cccc(C(=O)N[C@H](C(=O)Nc2nc3ccccc3[nH]2)C(C)C)c1 returned ERAP1 inh -2 and RAD52 anneal inh -2.
Screening CCOC(=O)c1c(C)[nH]c2c1-c1ccccc1C(=O)C2=O returned ERAP1 inh -5 and RAD52 anneal inh -6.
COc1ccc(NC(=O)c2cc(-c3ccccc3)nc3c2c(C)nn3-c2ccccc2)c(OC)c1 was read as ERAP1 inh 3 and RAD52 anneal inh -6.
For CC(C)N(C)C1=CC(=O)C(N(C)C(C)C)=CC1=O the results were ERAP1 inh -3 and RAD52 anneal inh -33.
Screening COc1ccc(CNC(=O)Nc2cc(C)ccc2C)cc1 returned ERAP1 inh 11 and RAD52 anneal inh -5.
`O=S(=O)(c1ccccc1)c1cnc(-c2ccccc2)nc1N1CCCCC1` gave ERAP1 inh 3 and RAD52 anneal inh -13.
For O=S(=O)(N/N=C\c1cccnc1)c1ccccc1 the results were ERAP1 inh 0 and RAD52 anneal inh -3.
`O=C(NC[C@H]1CC[C@H]2[C@H](CN2Cc2cccc(Cl)c2)O1)C1CC1` gave ERAP1 inh 2 and RAD52 anneal inh -6.
O=C(COC(=O)Cc1cccc2ccccc12)Nc1ccccc1-c1ccccc1 was read as ERAP1 inh 2 and RAD52 anneal inh 0.
Screening COc1ccccc1NC(=O)COn1nnc2ccc(S(=O)(=O)N3CCOCC3)cc21 returned ERAP1 inh 5 and RAD52 anneal inh -10.
O=C1C2C(c3ccccc3)(C(=O)N1c1ccc(Cl)cc1)C2(c1ccccc1)c1ccccc1 (stereo not drawn) was read as ERAP1 inh -3 and RAD52 anneal inh 0.

Two compounds drawn at random from those above, as already listed:
Screening Cc1cccc(C(=O)N[C@H](C(=O)Nc2nc3ccccc3[nH]2)C(C)C)c1 returned ERAP1 inh -2 and RAD52 anneal inh -2.
Screening COc1ccc(CNC(=O)Nc2cc(C)ccc2C)cc1 returned ERAP1 inh 11 and RAD52 anneal inh -5.

(continued)
Screening O=C1c2ccccc2C(=O)N1CN(C(=O)c1ccccc1)c1ccc(O)cc1 returned ERAP1 inh -5 and RAD52 anneal inh -10.
`Cc1cccc(NC(=O)c2ccc(COc3cccc4ccccc34)o2)n1` gave ERAP1 inh -6 and RAD52 anneal inh -62.
C[C@@H]1Cn2cnc(C(=O)N(C)Cc3ccccc3)c2C(=O)N1 was read as ERAP1 inh -3 and RAD52 anneal inh -12.
Screening CC(C)N(C(=O)COC(=O)c1ccccc1C(=O)c1ccc(Cl)c([N+](=O)[O-])c1)C(C)C returned ERAP1 inh 0 and RAD52 anneal inh -8.
Screening COC(=O)c1cccc(N(C(=O)c2cnccn2)C(C(=O)NCc2ccccc2)c2ccco2)c1 (stereo not drawn) returned ERAP1 inh -1 and RAD52 anneal inh -8.
For N#CC1=C(N)N2C(=C(C#N)C1c1ccc(Br)cc1)Nc1ccccc12 (stereo not drawn) the results were ERAP1 inh 2 and RAD52 anneal inh -95.
Screening CN1C(=O)C(O)(CC(=O)c2cccs2)c2ccccc21 (stereo not drawn) returned ERAP1 inh 4 and RAD52 anneal inh -3.
`OC1CCCN(c2c3c(nc4cc(-c5cccc(F)c5)nn24)CCCC3)C1` (stereo not drawn) gave ERAP1 inh 0 and RAD52 anneal inh -13.
CC(C)(C)NC(=O)C(c1ccc(O)cc1)N(C(=O)Cn1nnc(-c2ccc(F)cc2)n1)c1ccccc1F (stereo not drawn) was read as ERAP1 inh -1 and RAD52 anneal inh -14.
For COc1ccc(O)c(/C=C(\C#N)C(=O)Nc2cccnc2)c1 the results were ERAP1 inh 4 and RAD52 anneal inh -11.
`COc1ccc(Cl)cc1NC(=O)Nc1ccccc1C(N)=O` gave ERAP1 inh 5 and RAD52 anneal inh -5.
O=C(NCc1cccs1)C12CC3CC(CC(C3)C1)C2 was read as ERAP1 inh 8 and RAD52 anneal inh -10.
Screening O=C(CCC(=O)N1CCN(c2ccc(F)cc2)CC1)c1ccc(F)cc1 returned ERAP1 inh 5 and RAD52 anneal inh -3.
Cc1cc(C)n2nc(SCc3ccccc3)nc2n1 was read as ERAP1 inh 0 and RAD52 anneal inh -4.
`CC(C)(C)c1ccc(C(=O)NNC(=O)C2CCCCC2)cc1` gave ERAP1 inh -4 and RAD52 anneal inh -3.
CCN(CC(=O)Nc1ccc(N2CCOCC2)cc1)C(=O)COc1ccccc1OC was read as ERAP1 inh 1 and RAD52 anneal inh -5.
`O=C(O)c1ccccc1SCc1cn2cc(Cl)ccc2n1` gave ERAP1 inh -1 and RAD52 anneal inh -12.
Screening O=c1[nH]c(SCc2cccc(F)c2)nc2ccccc12 returned ERAP1 inh -3 and RAD52 anneal inh 2.
For O=C(CN(Cc1cccs1)C(=O)CNS(=O)(=O)c1ccc(F)cc1)NCC1CCCO1 (stereo not drawn) the results were ERAP1 inh -2 and RAD52 anneal inh 1.
`CN(C)c1nnnn1-c1cccc(Oc2ncc(C(F)(F)F)cc2Cl)c1` gave ERAP1 inh 0 and RAD52 anneal inh 0.
Fc1ccccc1Nc1n[nH]c(=S)s1 was read as ERAP1 inh 6 and RAD52 anneal inh -3.
For Cc1cccc(-n2c(CNC(=O)c3ccc(S(=O)(=O)N4CCCC4)cc3)n[nH]c2=S)c1 the results were ERAP1 inh 0 and RAD52 anneal inh -6.
COc1cccc(C(=O)COc2ccc3c(C)c(Cc4ccccc4)c(=O)oc3c2)c1 was read as ERAP1 inh 1 and RAD52 anneal inh -1.
`O=C(Nc1cccc2ncccc12)c1ccc(F)cc1` gave ERAP1 inh 1 and RAD52 anneal inh 1.

An excerpt from the list above, for reference:
CCCNC(=O)C1CCN(c2ccc(S(=O)(=O)N3CCOCC3)cc2Cl)CC1 was read as ERAP1 inh 1 and RAD52 anneal inh 4.
Screening Cc1cccc(C(=O)N[C@H](C(=O)Nc2nc3ccccc3[nH]2)C(C)C)c1 returned ERAP1 inh -2 and RAD52 anneal inh -2.

(continued)
`CCCCCN(C(=O)NC(=O)Nc1cccc(C)c1C)S(C)(=O)=O` gave ERAP1 inh 7 and RAD52 anneal inh -15.
`O=C(N=Nc1c(O)[nH]c2ccccc12)c1cccc(S(=O)(=O)Nc2ccccc2Cl)c1` gave ERAP1 inh -1 and RAD52 anneal inh -12.
O=C(COC(=O)c1ccc2c(c1Cl)C(=O)c1ccccc1C2=O)NC1CCCCC1 was read as ERAP1 inh -1 and RAD52 anneal inh -14.
CC(=O)NC(Cc1ccc(C)cc1)C(=O)NC1CCN(c2ncccc2[N+](=O)[O-])CC1 (stereo not drawn) was read as ERAP1 inh 0 and RAD52 anneal inh -6.
`Fc1ccccc1/C=N/Nc1ncnc2ccccc12` gave ERAP1 inh 5 and RAD52 anneal inh -34.
COc1ccc(N2CCN(C(=O)CCNC(=O)Cn3ccc4ccccc4c3=O)CC2)cc1 was read as ERAP1 inh 4 and RAD52 anneal inh 5.
Cc1ccc(C(=O)NCCn2ccc3ccccc32)cc1[N+](=O)[O-] was read as ERAP1 inh 1 and RAD52 anneal inh -14.
For N=C1c2ccccc2CN1NC(=O)COc1ccc(Cl)cc1 the results were ERAP1 inh 2 and RAD52 anneal inh -5.
Screening O=C(c1cccc(-n2cccc2)c1)N1CCN(S(=O)(=O)c2ccccc2)CC1 returned ERAP1 inh -1 and RAD52 anneal inh -50.
For O=C(CCc1nc2ccccc2c(=O)[nH]1)OCC(=O)c1cccc(Cl)c1 the results were ERAP1 inh 0 and RAD52 anneal inh -26.
Screening CCOc1nc(C)cc(C)c1S(=O)(=O)c1ccc(Cl)cc1 returned ERAP1 inh 1 and RAD52 anneal inh -47.
O=C(C1=C[C@@H]2[C@H]3C(=O)N(c4ccc(Cl)cc4)C(=O)[C@H]3[C@@H](C(=O)c3ccc(Cl)cc3)N2C=C1)c1ccccc1 was read as ERAP1 inh 4 and RAD52 anneal inh -33.
Screening CCN1CCN(C(=O)CS(=O)(=O)Cc2nc(-c3cccc(OC)c3)oc2C)CC1 returned ERAP1 inh 1 and RAD52 anneal inh -1.
Screening COc1ccccc1C(O)(C(=O)NN(C)c1ccccc1)c1ccccc1OC returned ERAP1 inh 3 and RAD52 anneal inh -10.
For CCN=C1SC(CC(=O)NCc2ccccc2)C(=O)N1CC (stereo not drawn) the results were ERAP1 inh 7 and RAD52 anneal inh -4.
Screening CCOC(=O)C1(CC2CC2)CCN(C(=O)c2ocnc2C)CC1 returned ERAP1 inh -1 and RAD52 anneal inh -2.
Screening O=C(CSc1nnc(-c2ccccc2)c(-c2ccccc2)n1)Nc1ccc(Br)cn1 returned ERAP1 inh 3 and RAD52 anneal inh -23.
Screening COc1ccc(-c2nc(CN3CCN(c4ccccc4OC)CC3)c(C)o2)cc1 returned ERAP1 inh 0 and RAD52 anneal inh -31.
Clc1cccc(-c2nc3nc4ccccc4nc3n2Cc2ccccc2)c1 was read as ERAP1 inh -1 and RAD52 anneal inh -10.
COC(=O)CCC(=O)NC(=S)Nc1ccc(S(=O)(=O)N2CCCC2)cc1 was read as ERAP1 inh 0 and RAD52 anneal inh 5.
`O=C(N/N=C/c1ccccc1)c1cccc2ccccc12` gave ERAP1 inh -1 and RAD52 anneal inh -3.
For NNc1cc([N+](=O)[O-])cc2c1C(=O)N(Cc1ccccc1)S2=O (stereo not drawn) the results were ERAP1 inh -4 and RAD52 anneal inh -22.
Screening CC(=O)Nc1sc(C)c(C)c1C(=O)OCC(=O)N(CCC#N)c1cc(C)cc(C)c1 returned ERAP1 inh -4 and RAD52 anneal inh -2.
CC1=C(C(=O)N(C)C)C(c2ccccc2OC(F)F)NC(=O)N1 (stereo not drawn) was read as ERAP1 inh 0 and RAD52 anneal inh -9.

Gathered by group: those above with bromine (two)
For N#CC1=C(N)N2C(=C(C#N)C1c1ccc(Br)cc1)Nc1ccccc12 (stereo not drawn) the results were ERAP1 inh 2 and RAD52 anneal inh -95.
Screening O=C(CSc1nnc(-c2ccccc2)c(-c2ccccc2)n1)Nc1ccc(Br)cn1 returned ERAP1 inh 3 and RAD52 anneal inh -23.

(listing goes on)
For COc1ccc(-n2c(=O)c3ccccc3c3ccccc3c2=O)c(OC)c1 the results were ERAP1 inh 3 and RAD52 anneal inh -13.
`O=C(Nc1cccc2oc(=O)ccc12)c1ccc([N+](=O)[O-])cc1[N+](=O)[O-]` gave ERAP1 inh 9 and RAD52 anneal inh -6.
Screening Cc1ccc(NC(=O)c2ccccc2NS(=O)(=O)c2ccc(Cl)s2)cc1S(=O)(=O)N1CCOCC1 returned ERAP1 inh 0 and RAD52 anneal inh -38.
Screening NC(=O)C(=O)NCCCN1CCOCC1 returned ERAP1 inh 5 and RAD52 anneal inh -7.
`CCC(=O)N1N=C(c2cccs2)CC1c1ccco1` (stereo not drawn) gave ERAP1 inh 6 and RAD52 anneal inh -2.
For Cc1cc(C)c(C#N)c(Oc2ccccc2Br)n1 the results were ERAP1 inh 12 and RAD52 anneal inh 1.
`O=C(COc1ccc2ccccc2c1Br)Nc1ncn[nH]1` gave ERAP1 inh -2 and RAD52 anneal inh -8.
`CC(C)NCc1nnc(-c2ccc(Cl)cc2)o1` gave ERAP1 inh -4 and RAD52 anneal inh -15.
`O=C(NC1CCCCC1)C1c2ccccc2OCC(=O)N1Cc1ccc2c(c1)OCO2` (stereo not drawn) gave ERAP1 inh -4 and RAD52 anneal inh -24.
For Cc1c(Cl)c([N+](=O)[O-])nn1CCCC(=O)Nc1sc2c(c1C#N)CCC2 the results were ERAP1 inh -1 and RAD52 anneal inh 5.
`CCOC(=O)c1cnn(-c2ccccc2)c1NC(=O)CCl` gave ERAP1 inh 1 and RAD52 anneal inh -9.
`O=C(NCCc1c[nH]c2ccccc12)C(=O)NCC1OCCCN1S(=O)(=O)c1cccs1` (stereo not drawn) gave ERAP1 inh -2 and RAD52 anneal inh -18.
Screening CC1CCc2nc3ccccc3c(C(=O)OCC(=O)NC3CCS(=O)(=O)C3)c2C1 (stereo not drawn) returned ERAP1 inh 5 and RAD52 anneal inh -11.
`CC(Sc1nc(O)c(-c2ccccc2)c(=O)[nH]1)C(=O)Nc1ccc(Cl)cc1` (stereo not drawn) gave ERAP1 inh 3 and RAD52 anneal inh -15.
`NC(=O)Cc1ncc(C(F)(F)F)cc1Cl` gave ERAP1 inh 4 and RAD52 anneal inh -10.
Screening O=C(COC(=O)c1ccccc1Br)NCCc1ccc(F)cc1 returned ERAP1 inh 1 and RAD52 anneal inh -7.
`Cc1ccc(NC(=O)CSc2nnc(COc3ccccc3C)o2)cc1` gave ERAP1 inh 5 and RAD52 anneal inh 8.
COCCNc1nnc(SCC(=O)Nc2sc3c(c2C(=O)c2ccccc2)CCCC3)s1 was read as ERAP1 inh -5 and RAD52 anneal inh -28.
`O=S(=O)(c1ccc(OCC2CO2)cc1)c1ccc(OCC2CO2)cc1` (stereo not drawn) gave ERAP1 inh 2 and RAD52 anneal inh -7.
For Cc1c(NC(=O)C(C)OC(=O)c2cccc(S(=O)(=O)N3CCOCC3)c2)c(=O)n(-c2ccccc2)n1C (stereo not drawn) the results were ERAP1 inh 2 and RAD52 anneal inh -24.
Screening CC(C)(C)C(=O)CSc1ncnc2sc3c(c12)CCC3 returned ERAP1 inh 0 and RAD52 anneal inh -1.
For CCc1cccc2c(C(=O)CSc3nncn3-c3ccc(OC)cc3)c[nH]c12 the results were ERAP1 inh 9 and RAD52 anneal inh -13.
CCOc1ccccc1NC(=O)COC(=O)c1c(CC)noc1C was read as ERAP1 inh 0 and RAD52 anneal inh 4.

The list is partial, so the mix of outcomes need not match the whole.
